# West Nile antiviral: West Nile virus antiviral activity, cell-based, CPE readout (AID 1621). West Nile virus-infected cells, CPE inhibition; higher % means a stronger effect. CPE inhibition, % at 10 µM; hits with a dose series show IC50 in µM. hit rate 0.02% among 290,000; in the data active means a potency from the dose series; inconclusive means CPE inhibition mostly from about 3.7% at the one dose, without a potency; inactive means the rest, 99 in 100 with CPE inhibition below about 2.2%; further: strong numbers were not always called active
# Large T inhibition: TAg ATPase/helicase activity blockers – biochemical (AID 1903) | SV40 large T antigen ATPase/helicase inhibition assay; higher % means a stronger effect | one-dose inhibition, % at 20 µM; IC50 in µM for titrated hits | hit rate 0.39% among 310,000; in the data active means a potency from the dose series; inconclusive means inhibition mostly from about 32% at the one dose, without a potency; inactive means the rest, 99 in 100 with inhibition below about 32%; further: strong numbers were not always called active
# Rac1 GTP hydrolysis: MgcRacGAP GTPase-activating activity inhibitors, confirmation, biochemical, ADP Hunter fluorescence; one-dose inhibition, % at 30 µM; IC50 in µM for titrated hits; AID 624330; hit rate 0.6% among 340,000; MgcRacGAP-stimulated Rac1 GTP hydrolysis, ADP Hunter fluorescence; higher % means a stronger effect; GST-tagged Rac1 F28L mutant substrate;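 active means first-screen hits whose inhibition reached a set limit at any dose in the follow-up dose series; inconclusive means inhibition above the set first-screen limit but never retested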;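 further: fluorescence reports GDP produced by GAP-driven GTP hydrolysis; strong numbers were not always called active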
# NTR1 agonist: NTR1-driven beta-arrestin-GFP spot formation – imaging, U2OS cells, high content, primary screen (AID 493036); P30989; agonist mode; activation, % at 20 µM; hit rate 0.17% among 330,000;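 active means activation at or above 40% of the spot to cytoplasm intensity ratio, with at least 20 cells analyzed; inconclusive means wells under 20 cells, flagged as cytotoxic or low count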;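 further: 0% = DMSO without peptide and 100% = 100 nM NTR1 peptide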
# Target sequence (P30989 whole entry, looked up): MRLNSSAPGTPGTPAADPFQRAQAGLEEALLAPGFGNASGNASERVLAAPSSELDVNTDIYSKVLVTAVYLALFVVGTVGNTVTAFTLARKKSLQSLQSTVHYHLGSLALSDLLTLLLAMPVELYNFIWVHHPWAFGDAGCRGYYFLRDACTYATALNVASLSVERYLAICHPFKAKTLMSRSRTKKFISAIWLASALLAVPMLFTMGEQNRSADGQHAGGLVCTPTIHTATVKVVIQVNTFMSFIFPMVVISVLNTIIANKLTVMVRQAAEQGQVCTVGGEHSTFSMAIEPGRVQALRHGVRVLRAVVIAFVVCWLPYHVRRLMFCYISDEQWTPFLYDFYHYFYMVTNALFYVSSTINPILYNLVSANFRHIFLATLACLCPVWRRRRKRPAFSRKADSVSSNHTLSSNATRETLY
# NS5 inhibitors: Dengue-2 NS5 methyltransferase inhibitors, primary screen, biochemical, confirmation dose response (AID 588689) | Dengue-2 NS5 methyltransferase capping enzyme assay, biochemical; higher % means a stronger effect | one-dose inhibition, % at 25 µM; IC50 in µM for titrated hits | hit rate 0.3% among 340,000; in the data active means a potency from the dose series; inconclusive means inhibition above about 29% without an active follow-up result
# RSV antiviral HEp-2: RSV antiviral activity via CPE protection, HEp-2 cells, primary 10 µM value included (AID 2391); HEp-2 cells, RSV-induced CPE inhibition; higher % means a stronger effect; one-dose CPE inhibition, % at 10 µM; IC50 in µM for titrated hits; hit rate 0.13% among 310,000; in the data active means a potency from the dose series; inconclusive means CPE inhibition mostly from about 23% at the one dose, without a potency; inactive means the rest, 99 in 100 with CPE inhibition below about 21%; further: strong numbers were not always called active
# T cell HTS: T cell immune modulation candidate. 2C CD8+ T cell-vesicle binding, flow cytometry; stronger effect = lower value. calls only at 7 µM. hit rate 0.068% among 330,000;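 active means response, share of CD8 T cells binding vesicles, and their 90th percentile fluorescence all below set limits, cut at about 80% in these data, passing the limit was not always enough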
#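 System: murine 2C transgenic CD8+ T lymphocytes; also added: QL9-loaded Drosophila micro-vesicles; times: binding 1.5 h at 37 °C; measured by: flow cytometry, PE anti-B7-1 (FL2) versus Alexa647 anti-CD8 (FL8), PFA-fixed; control set: Peptide-free naked vesicles (low) and QL9 vesicles with 0.7% DMSO vehicle (high)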
# PhoP inhibition: PhoP-dependent GFP reporter repression – Salmonella Typhimurium, primary screen (AID 1863) | inhibition, % at 50 µM, or IC50 in µM where a hit was titrated | S. Typhimurium PhoP-regulated promoter GFP reporter, 4 h; higher % means a stronger effect | hit rate 0.16% among 300,000;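 active means inhibition over 29.93%, a cutoff 3 SD above the screen mean, later confirmed by dose response; inconclusive means inhibition over 29.93% but no dose response follow-up; inactive means inhibition at most 29.93% or unconfirmed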;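 further: 0% = low Mg2+ inducing control and 100% = high Mg2+ repressing control; strong numbers were not always called active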
# K1F lysis inhibition: protection from phage-mediated lysis, alamar blue read-out – E. coli UTI89, K1F phage, bacterial capsule biogenesis inhibitors (AID 488966); E. coli UTI89 K1F phage lysis, alamar blue, 2 h; higher % means a stronger effect; inhibition, % at 100 µM; hits with a dose series show IC50 in µM; hit rate 0.02% among 340,000;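 active means phage lysis inhibition, versus mean bacterial control, above a set limit; inconclusive means no clear call, values can overlap the other calls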;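 further: capsule biogenesis inhibitors block K1F phage lysis so surviving cells raise fluorescence; higher fluorescence means more inhibition of phage lysis; actives were called in the ten point dose series up to 300 µM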
# T cell HTS vesicle-bound %: second read-out of T cell HTS, no call of its own (marks repeat the call); double positive events, %; measured here: CD8+ vesicle-bound cell fraction;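 binding gate set so that unloaded-vesicle control wells show 10% double positive cells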
# NTR1 agonist cell count 20 µM: second read-out of NTR1 agonist, no call of its own (marks repeat the call); cell count; measured here: cell count, cytotoxicity flag
# Numbers without * were called inactive; i = inactive; ? = inconclusive; · = no result given; + = active, no number; [ ] = remark or other dose. Outcome played no part in choosing rows, and some 1.5% of all compounds hit somewhere here.
SMILES,West Nile antiviral,Large T inhibition,Rac1 GTP hydrolysis,NTR1 agonist,NTR1 agonist cell count 20 µM,NS5 inhibitors,RSV antiviral HEp-2,T cell HTS,T cell HTS vesicle-bound %,PhoP inhibition,K1F lysis inhibition
COc1cccc(/C=C/C(=O)OCC(=O)NCc2ccco2)c1OC,-0.4%,7.8%,7.0%,-1.3,74,-3.6%,-0.4%,i,61.9,-4.6%,0.2%
CCN(CC)S(=O)(=O)c1cccc(C(=O)NC(C)C(c2cccs2)N2CCCC2)c1 (centres undefined),-0.8%,6.4%,5.1%,-1.6,26,-12.2%,-1.7%,i,18.3,4.0%,0.4%
CCCN1CCN(CCCNC(=S)Nc2ccc3nc(N4CCN(CC)CC4)cc(C)c3c2)CC1,2.6%,11.7%,22.3%,2.0,56,-3.5%,-2.5%,i,31.6,-8.1%,0.0%
O=C(O)c1cnn(-c2nc(-c3ccc(Br)cc3)cs2)c1C(F)(F)F,-0.1%,5.3%,6.3%,-0.4,86,16.5%,?,i,51.3,19.5%,0.1%
NS(=O)(=O)c1ccc(NC(=O)c2cc(-c3ccccc3O)n[nH]2)cc1,1.8%,1.5%,5.2%,1.2,48,-4.6%,2.9%,i,15.9,0.1%,0.3%
COc1ccc(N(Cc2cc3ccccc3[nH]c2=O)S(=O)(=O)c2ccc(C)cc2)cc1,-0.4%,·,8.8%,3.6,60,-2.8%,1.5%,i,43.1,·,1.0%
O=C(CCn1nc(-c2ccc(Cl)cc2)ccc1=O)N1CCN(c2ccccn2)CC1,·,1.3%,-1.3%,·,·,-6.1%,·,·,·,-1.5%,2.6%
O=C(c1ccccc1-c1nc(-c2ccccc2Cl)no1)N1CCOCC1,0.5%,6.7%,6.4%,2.2,42,6.9%,0.7%,i,17.2,-12.8%,0.2%
O=C(Cn1c2ccccc2c(=O)c2ccccc21)N/N=C/c1cc([N+](=O)[O-])ccc1N1CCCCC1,-0.7%,0.5%,5.2%,1.3,76,2.6%,0.3%,i,42.2,-9.4%,0.2%
O=C(Nc1ccccc1N1CCN(c2ccccc2)CC1)c1ccccc1,-1.2%,7.2%,5.5%,0.5,42,-17.2%,4.3%,i,24.9,0.9%,0.2%
O=C(NC1CCCC1)c1ccc(Cl)c(S(=O)(=O)N2CCOCC2)c1,0.8%,8.2%,-1.1%,-0.3,28,0.0%,1.9%,i,31.8,-3.9%,0.4%
Cc1ccc(C)c(N2CCN(C(=O)c3cn(C)c4ccc(S(=O)(=O)N(C)C)cc4c3=O)CC2)c1,0.3%,17.1%,0.4%,-1.1,49,-2.1%,0.8%,i,18.2,-2.4%,0.3%
Cc1cc(C)nc(/N=C2\NC(=O)CC(C(=O)O)N2c2ccc(C)c(C)c2)n1 (centres undefined),0.2%,-3.4%,4.7%,1.5,54,-3.7%,-0.3%,i,51.3,10.6%,-0.2%
O=C(CCN1Cc2ccccc2C1)c1ccc2c(c1)OCCO2,-2.5%,18.9%,3.8%,0.0,41,-48.5%,0.3%,i,40.0,7.0%,-8.6%
Nc1sc2c(c1C(=O)NCCc1ccccc1)CCC2,-0.2%,25.9%,4.6%,0.5,48,-14.1%,-0.4%,i,44.6,-8.0%,2.0%
CC(NC(=O)Cc1ccc(F)cc1)c1ccccc1 (centres undefined),0.3%,1.7%,0.7%,19.1,90,-2.0%,0.5%,+,6.8*,4.0%,0.4%
Cc1cc2ncn(/N=C/c3cc(Br)ccc3O)c2cc1C,0.0%,8.5%,·,4.5,65,·,·,·,·,-2.3%,·
Cn1cc(S(=O)(=O)NCC2CCCO2)c(=O)n(C)c1=O (centres undefined),0.6%,14.9%,0.3%,-1.9,63,-2.3%,0.5%,i,34.4,3.9%,2.8%
COc1ccc(CNC(=O)CCSCc2cccc(Cl)c2)cc1,-0.2%,17.7%,8.0%,-1.8,60,0.7%,2.1%,i,46.4,6.4%,1.1%
O=C(CNCc1ccncc1)Nc1cc(S(=O)(=O)N2CCCCC2)ccc1Cl,0.0%,3.5%,?,0.4,47,-19.3%,0.4%,i,20.8,4.1%,0.2%
O=C(Nc1ccc(Cc2ccncc2)cc1)c1ccc(Cl)c([N+](=O)[O-])c1,0.0%,6.7%,9.6%,5.2,53,-4.0%,15.4%,i,53.5,6.3%,0.3%
CCCCNc1nc(NC)nc(Cl)c1SC,-0.3%,12.0%,9.8%,-0.4,63,-9.9%,1.6%,i,54.5,2.6%,0.0%
CSCCC(NS(=O)(=O)c1ccc(C)cc1)C(=O)N1CC=C(c2ccccc2)CC1 (centres undefined),·,7.0%,7.5%,3.8,69,-8.1%,-2.4%,i,16.5,-4.0%,0.9%[50 µM]
O=C(CCCN1C(=O)/C(=C/c2cccs2)SC1=S)Nc1cccc(O)c1,?,6.0%,7.0%,4.7,57,4.9%,4.0%,i,51.2,1.7%,0.3%
CCCn1c(SCC(=O)c2ccc3c(c2)NC(=O)CO3)nc2ccccc21,-0.8%,1.7%,11.3%,2.2,104,-8.2%,0.1%,i,48.8,11.1%,-0.5%
Cc1ccc(NC(=O)c2cc(S(=O)(=O)N3CCOCC3)cs2)cc1,-0.5%,4.2%,5.1%,-0.7,60,-1.3%,9.5%,i,72.2,-3.2%,0.0%
COc1ccc(C2(O)CC3CCC(C2)N3c2nc(C)cc(C)c2C#N)cc1 (centres undefined),-0.3%,1.0%,1.4%,1.3,45,-5.5%,10.7%,i,38.0,-2.1%,1.0%
CC1=C(C(=O)N(C)C)C(c2cccs2)NC(=O)N1 (centres undefined),0.1%,2.9%,-1.4%,1.2,29,0.0%,-0.8%,i,58.3,-1.8%,-0.3%
Oc1c(Cl)cc(Cl)cc1C1=NNC(c2ccc(Cl)cc2)C1 (centres undefined),-0.5%,3.8%,10.8%,·,·,-2.8%,·,·,·,-6.1%,0.3%
COc1ccc(-c2[nH]ncc2CN2CCN(Cc3cccs3)CC2)c(F)c1,-1.7%,26.9%,-2.1%,2.1,51,-3.0%,0.1%,i,44.8,2.4%,0.2%
COCCNC(=S)Nc1ccc2nc(N3CCCC3)cc(C)c2c1,-0.9%,24.1%,15.6%,4.5,77,-3.9%,1.3%,i,34.7,-12.1%,0.0%
CCOC(=O)CCCn1ncn2c(cc3occc32)c1=O,-0.3%,13.7%,8.3%,0.1,83,0.0%,0.8%,i,61.9,-1.6%,0.6%
Cc1ccc(S(=O)(=O)N(CC(=O)Nc2cccnc2)c2ccccc2C)cc1,-1.1%,-0.3%,3.2%,-0.4,49,-4.2%,0.4%,i,24.0,5.5%,-0.8%
Cc1ccc(-c2cc(C(F)(F)F)n3ncc(C(=O)N4CCN(C)CC4)c3n2)cc1,0.0%,-2.2%,7.1%,-1.4,47,-0.7%,2.2%,i,45.2,-7.3%,1.3%
CCCCCCCCCC(=O)N1c2ccccc2NC(=O)C1CC(=O)Nc1ccc(C(=O)O)cc1 (centres undefined),0.6%,16.1%,5.9%,1.7,60,15.9%,-2.7%,i,37.7,0.8%,0.2%
O=C(Nc1ccccc1C(=O)N1CCOCC1)c1ccc(Cl)cc1,0.1%,10.9%,1.5%,-0.5,62,-6.2%,0.4%,i,59.5,-1.6%,0.5%
CCOC(=O)c1c(NC(=O)CSc2nc(C)cc(C)c2C#N)sc(C(C)=O)c1C,·,14.4%,9.3%,-0.8,78,-4.8%,1.9%,i,11.1,-0.8%,0.2%
Cc1noc(NS(=O)(=O)c2ccc(N/C=C/C(=O)c3cccnc3)cc2)c1C,0.4%,3.9%,4.8%,-0.9,55,-1.0%,-2.4%,i,18.5,5.6%,-2.5%
O=C(Cn1nnc(-c2ccc3c(c2)OCO3)n1)NCc1ccco1,0.0%,7.7%,8.9%,0.5,85,-1.6%,0.6%,i,28.4,-5.3%,11.4%
O=C(N/N=C/c1ccc(Cl)c([N+](=O)[O-])c1)c1cnccn1,-0.3%,28.2%,7.0%,0.1,55,-4.8%,7.7%,i,25.8,8.7%,5.8%

# Looked up above.
# Value for CSCCC(NS(=O)(=O)c1ccc(C)cc1)C(=O)N1CC=C(c2ccccc2)CC1 (centres undefined) in NTR1 agonist cell count 20 µM: 69
# Value for CC1=C(C(=O)N(C)C)C(c2cccs2)NC(=O)N1 (centres undefined) in NTR1 agonist: 1.2

# Remaining list, next part
SMILES,West Nile antiviral,Large T inhibition,Rac1 GTP hydrolysis,NTR1 agonist,NTR1 agonist cell count 20 µM,NS5 inhibitors,RSV antiviral HEp-2,T cell HTS,T cell HTS vesicle-bound %,PhoP inhibition,K1F lysis inhibition
C/C(CC(=O)Nc1ccc(F)cc1)=N\NC(=O)c1ccccn1,0.2%,6.8%,4.8%,-0.6,56,-4.5%,0.0%,i,52.7,3.7%,0.5%
CC(C)CN(C(=O)COC(=O)c1ccc2c(c1)OCCO2)c1c(N)n(Cc2ccccc2)c(=O)[nH]c1=O,·,10.8%,8.2%,1.2,52,4.4%,1.4%,i,54.2,-5.0%,1.5%[50 µM]
CCOC(=O)c1c(C)nc2c(c1-c1ccc(Cl)cc1)C(=O)CC(C)(C)C2,-0.3%,7.4%,7.9%,12.6,71,4.0%,1.6%,i,39.2,-3.0%,6.8%
Cc1ccc(NC(=O)[C@@H]2CCCN2C(=O)c2cccs2)cc1S(=O)(=O)N1CCCCC1,·,·,4.8%,-1.5,65,0.7%,1.3%,i,46.9,·,-0.3%
COc1ccc(-n2c(COc3cccc(C)c3)n[nH]c2=S)cc1,-0.1%,7.1%,7.5%,-0.9,71,-16.5%,5.5%,i,59.6,-4.2%,0.4%
CC(C)COC(=O)c1ccccc1OC(=O)c1ccncc1,-0.7%,6.9%,11.0%,-1.5,78,0.0%,0.6%,i,57.3,5.4%,0.3%
Cc1nc(NC(=O)C2CC2)sc1C,0.1%,11.7%,-0.5%,-0.7,51,-7.0%,1.1%,i,44.3,5.3%,-0.1%
CSc1ccc(CN(C)C(C)C(=O)NCc2ccccc2)cc1 (centres undefined),-1.4%,3.6%,4.4%,1.0,64,-2.9%,0.8%,i,33.1,-0.4%,0.0%
NC(=O)Nc1cc(Cl)ccc1Cl,0.2%,9.6%,5.7%,-0.6,56,-4.6%,0.6%,i,51.8,-3.6%,0.6%

# Screening data as filed in PubChem BioAssay.
